beta cell repl – inducers of beta-cell replication in MIN6 cells; proliferation, % at 10 µM; AID 2380; 330,000 tested, 0.29% active; MIN6 cells proliferation, ATPlite luminescence, 48 h; cells starved in 0.2% serum; 100% = growth in 10% serum;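 active means compounds whose signal lies at least 3.5 SD above the mean of all wells on their plate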;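 further: 0% = DMSO-treated cells in low-serum medium and 100% = 10% serum control; some compounds called inactive have numbers as strong as hits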
hIAP inh – human IAP inhibition; 330,000 tested, 0.12% active; purified IAP, CDP-Star luminescence, 30 min; AID 2544; inhibition, % at 10 µM;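 active means inhibition reaching a set limit with compound at 10 µM in the primary screen, cut at about 35% in these data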;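 further: plate controls were DMSO wells with enzyme for no effect and no-enzyme buffer wells for full effect; values of inactives mirror those of a sister screen read the other way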
Target sequence (P09923 whole entry, looked up): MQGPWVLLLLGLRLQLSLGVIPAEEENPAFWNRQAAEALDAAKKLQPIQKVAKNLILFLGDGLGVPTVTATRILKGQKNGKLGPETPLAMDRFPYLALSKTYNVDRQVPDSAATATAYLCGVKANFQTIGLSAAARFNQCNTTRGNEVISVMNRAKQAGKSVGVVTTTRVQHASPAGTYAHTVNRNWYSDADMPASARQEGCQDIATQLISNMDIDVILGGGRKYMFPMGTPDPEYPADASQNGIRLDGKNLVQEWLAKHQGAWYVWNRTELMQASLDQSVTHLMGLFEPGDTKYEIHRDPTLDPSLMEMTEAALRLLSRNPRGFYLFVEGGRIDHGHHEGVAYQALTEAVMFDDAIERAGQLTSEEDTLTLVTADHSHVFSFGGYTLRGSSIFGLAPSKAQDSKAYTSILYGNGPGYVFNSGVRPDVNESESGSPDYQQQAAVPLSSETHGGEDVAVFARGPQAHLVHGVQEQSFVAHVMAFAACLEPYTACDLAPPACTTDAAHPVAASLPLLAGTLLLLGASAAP
mIAP activ – increases mouse intestinal alkaline phosphatase activity; muIAP, CDP-Star luminescence, 30 min; stronger effect = higher value; 1 = vehicle-only enzyme signal, 0 = enzyme-free wells; activation factor at 10 µM; 330,000 tested, 0.24% active;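 active means activation factor of at least 2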; further: the source names both 10 and 20 µM as test concentration; values of inactives mirror those of a sister screen read the other way
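Assay system: mouse IAP enzyme; reagent: chemiluminescent substrate CDP-Star; dosing: test compounds delivered from DMSO solution; schedule: 30 min at room temperature; measured by: luminescence from enzymatic CDP-Star hydrolysis; controls: DMSO-only wells and no-enzyme negative control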
A3A deaminase – blocks human APOBEC3A ssDNA deamination; recombinant A3A, FAM/TAMRA ssDNA deamination fluorescence; P31941; AID 493011; inhibition, % at 20 µM; 330,000 tested, 0.41% active;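 active means at least 40% inhibition at 20 µM here, with at most 30% in a related deaminase screen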;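 further: plate controls were A3A with DMSO for no effect and wells lacking A3A enzyme for full effect; some results filed as inactive read as strong as hits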
tim10-1 inh – growth inhibitors of tim10-1 mutant yeast; inhibition, % at 20 µM; 330,000 tested, 2.2% active; S. cerevisiae tim10-1 ts strain growth, BacTiter-Glo, 24 h;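 active means inhibition of at least 40%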;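 further: mutant grown at 25 °C; 0% = DMSO wells with yeast and 100% = wells holding no yeast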
mIAP block – mouse IAP inhibition; inhibition, % at 10 µM; purified mouse IAP, CDP-Star luminescence, 30 min; AID 2806; 330,000 tested, 0.2% active;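 active means inhibition of at least 40% at 10 µM in the primary screen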;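 further: plate controls were DMSO with enzyme for no effect and no enzyme wells for full effect; values of inactives mirror those of a sister screen read the other way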
NLRP3 yeast inh – inhibitors of NALP3 inflammasome in yeast | Yeast reconstituted NLRP3/ASC/caspase-1, beta-gal luminescence, 24 h | inhibition, % at 10 µM | 330,000 tested, 0.39% active | AID 2825;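 active means inhibition of 50% or more; inactive means inhibition below 50%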;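 further: plate controls were induced DMSO wells for no effect and uninduced yeast grown without galactose for full effect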
APOBEC3G inh – blocks human APOBEC3G single-stranded DNA deamination; 330,000 tested, 0.28% active; inhibition, % at 20 µM; recombinant A3G, ssDNA deamination FAM/TAMRA fluorescence;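 active means inhibition of at least 40% at 20 µM, with no more than 30% in the related APOBEC3A deaminase screen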;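 further: plate controls were DMSO wells with A3G for no effect and wells lacking A3G enzyme for full effect; some compounds called inactive have numbers as strong as hits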
Target sequence (Q9HC16 whole entry, looked up): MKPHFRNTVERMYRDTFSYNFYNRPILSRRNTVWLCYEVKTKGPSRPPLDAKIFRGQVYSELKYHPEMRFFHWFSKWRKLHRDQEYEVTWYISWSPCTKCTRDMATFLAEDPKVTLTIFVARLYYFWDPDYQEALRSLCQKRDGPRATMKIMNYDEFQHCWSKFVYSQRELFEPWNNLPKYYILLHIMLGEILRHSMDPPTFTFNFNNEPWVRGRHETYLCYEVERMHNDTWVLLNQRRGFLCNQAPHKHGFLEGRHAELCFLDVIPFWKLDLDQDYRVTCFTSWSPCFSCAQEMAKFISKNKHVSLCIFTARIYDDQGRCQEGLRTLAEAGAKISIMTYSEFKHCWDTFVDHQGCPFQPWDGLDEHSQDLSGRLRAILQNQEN
TIM10 inh – inhibits growth of TIM10 yeast strain. S. cerevisiae TIM10 strain growth, BacTiter-Glo luminescence, 24 h. inhibition, % at 10 µM. 330,000 tested, 1.4% active. AID 463195;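 active means inhibition of 40% or more at the single tested concentration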;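 further: wild-type TIM10 isogenic control strain grown at permissive 25 °C; 0% = DMSO yeast wells and 100% = minimal medium wells without yeast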
An asterisk follows results filed as active. Not a hit list, and some 4.6% of all compounds hit somewhere here.

no.	structure	beta cell repl	hIAP inh	mIAP activ	A3A deaminase	tim10-1 inh	mIAP block	NLRP3 yeast inh	APOBEC3G inh	TIM10 inh
1	COCCN(C(=O)Cc1cccs1)c1nnc(-c2ccncc2)s1	1	-4	1	0	7	0	24	2	-4
2	CC(C)NC(=S)NC(=O)c1ccc(-c2ccccc2)cc1	0	13	0.85	-4	15	15	21	-7	16
3	Cc1oc(-c2ccc(Cl)cc2)nc1CS(=O)CC(=O)NCc1ccc2c(c1)OCO2 (stereo not given)	-2	10	1	2	8	-4	-8	-7	-7
4	CC(CN1CCCCCC1)C(=O)NN (stereo not given)	-3	-14	1.1	-3	-14	-10	-2	-5	-17
5	COc1cccc(N2CCN(C(=O)C3CCCN(S(=O)(=O)c4cnc[nH]4)C3)CC2)c1 (stereo not given)	1	4	1	0	-13	0	-8	-2	1
6	CN(C)S(=O)(=O)c1cccc(COC(=O)c2cc([N+](=O)[O-])ccc2N2CCOCC2)c1	2	6	0.88	18	2	12	23	-9	-5
7	O=C(CSc1nnc(NC(=O)C2CC(=O)N(c3ccc(F)cc3)C2)s1)NCc1ccco1 (stereo not given)	-1	-21	0.93	9	-17	7	17	-5	-14
8	CCOc1ccc(NS(=O)(=O)c2ccc(OC)c(C)c2)cc1	-3	9	0.97	-8	23	3	23	-11	17
9	c1ccc(-c2nc(-c3ccco3)cs2)nc1	-1	14	1	3	25	-2	18	5	1
10	O=c1[nH]ncc2c3ccccc3n(Cc3ccccc3F)c12	1	16	0.92	43*	-5	8	31	-8	-17
11	COc1ccc(C2CC(=O)c3ccccc3O2)cc1 (stereo not given)	-4	3	0.98	-3	15	2	17	-7	19
12	Cc1cc(C)cc(OCC(=O)Nc2ccc(N3CCN(S(C)(=O)=O)CC3)cc2)c1	3	3	0.96	4	8	4	10	0	4
13	Cc1ccc(S(=O)(=O)N2CCC(C(=O)N[C@@H](C)C(=O)NCCc3ccccc3)CC2)cc1	-2	8	1.1	0	16	-7	16	-6	5
14	Cc1ccc(CNC(=O)c2cc(COc3c(F)cccc3F)on2)s1	2	17	0.92	3	9	8	22	-2	3
15	CC(C)Cc1nc(Nc2ccc(S(=O)(=O)N3CCCC3)cc2)c2nnn(Cc3ccccc3)c2n1	-1	20	0.84	1	-2	16	23	-6	10

Laid out differently: entries from further up
6: CN(C)S(=O)(=O)c1cccc(COC(=O)c2cc([N+](=O)[O-])ccc2N2CCOCC2)c1
7: O=C(CSc1nnc(NC(=O)C2CC(=O)N(c3ccc(F)cc3)C2)s1)NCc1ccco1 (stereo not given)
8: CCOc1ccc(NS(=O)(=O)c2ccc(OC)c(C)c2)cc1

compound no. | 6 | 7 | 8
beta cell repl | 2 | -1 | -3
hIAP inh | 6 | -21 | 9
mIAP activ | 0.88 | 0.93 | 0.97
A3A deaminase | 18 | 9 | -8
tim10-1 inh | 2 | -17 | 23
mIAP block | 12 | 7 | 3
NLRP3 yeast inh | 23 | 17 | 23
APOBEC3G inh | -9 | -5 | -11
TIM10 inh | -5 | -14 | 17

Carrying on:
no.	structure	beta cell repl	hIAP inh	mIAP activ	A3A deaminase	tim10-1 inh	mIAP block	NLRP3 yeast inh	APOBEC3G inh	TIM10 inh
16	COC(=O)[C@@H]1CCCN1C(=O)CCc1nnc(CCc2c[nH]c3ccccc23)o1	-1	0	0.88	-4	-5	12	-2	-6	6
17	CN(CCCNC(=O)CCCOc1cc(=O)n(C)c2ccccc12)Cc1ccccc1	-3	-6	0.93	0	4	7	11	-9	7
18	O=C(O)c1ccc2c(c1)C1C=CCC1C(c1cc3c(cc1Br)OCO3)N2 (stereo not given)	-4	-1	1	-1	-17	0	28	-8	-4
19	Cc1ccc(CNc2ccccc2C(=O)O)s1	1	-9	0.98	-7	11	2	22	-10	-5
20	COc1ccc(C(=O)N2CCN(c3ccc(NC(=O)Cc4ccccc4)cc3)CC2)cc1	0	-10	1	2	-12	0	10	2	-6
21	COCCCN1C(=O)c2[nH]nc(-c3ccccc3O)c2C1c1cccc(Cl)c1 (stereo not given)	-3	-5	1	-2	19	-5	11	-1	16
22	O=C(NCCNC(=O)c1cc(OCC(F)(F)F)ccc1OCC(F)(F)F)Nc1ccccc1	0	8	1.1	2	18	-10	-10	4	14
23	COc1cccc(NC(=O)C(c2ccccc2)N2CCN(CC(=O)N3CCOCC3)CC2)c1 (stereo not given)	1	10	1.2	5	-1	-20	10	-7	10
24	CCOc1ccccc1N(CC(=O)N1CCCCCC1)S(C)(=O)=O	1	0	0.97	-1	11	3	-1	-3	15
25	CCOc1ccccc1C(=O)Nc1ccc2c(c1)C(=O)NC2=O	-1	-2	1	-3	5	0	16	-2	-1
26	Cc1nn(CC(O)c2ccccc2)c(C)c1Br (stereo not given)	2	-14	1	-1	20	-4	-20	-9	-13
27	CC(=O)c1ccc(S(=O)(=O)Nc2ccccc2C(=O)NC2CC2)cc1	3	8	0.92	-3	9	8	-4	-8	3
28	Cc1ccccc1-c1nc(CS(=O)(=O)CC(=O)NCc2ccccc2)c(C)o1	-3	8	1.1	-5	21	-5	12	-6	10
29	CC(CCc1ccccc1)NCC(O)COc1ccccc1 (stereo not given)	-2	-9	0.91	5	1	9	22	9	-2
30	O=C(NNC(=O)C1C2CCC(C2)C1C(=O)O)c1ccc(Cl)cc1 (stereo not given)	0	2	0.95	16	-5	5	22	-7	4

Compound profiles (already shown):
`O=C(NNC(=O)C1C2CCC(C2)C1C(=O)O)c1ccc(Cl)cc1` (stereo not given) is listed with beta cell repl: 0; hIAP inh: 2; mIAP activ: 0.95; A3A deaminase: 16; tim10-1 inh: -5; mIAP block: 5; NLRP3 yeast inh: 22; APOBEC3G inh: -7; TIM10 inh: 4
`Cc1ccccc1-c1nc(CS(=O)(=O)CC(=O)NCc2ccccc2)c(C)o1` is listed with beta cell repl: -3; hIAP inh: 8; mIAP activ: 1.1; A3A deaminase: -5; tim10-1 inh: 21; mIAP block: -5; NLRP3 yeast inh: 12; APOBEC3G inh: -6; TIM10 inh: 10
`CC(CCc1ccccc1)NCC(O)COc1ccccc1` (stereo not given) is listed with beta cell repl: -2; hIAP inh: -9; mIAP activ: 0.91; A3A deaminase: 5; tim10-1 inh: 1; mIAP block: 9; NLRP3 yeast inh: 22; APOBEC3G inh: 9; TIM10 inh: -2

(list continues)
no.	structure	beta cell repl	hIAP inh	mIAP activ	A3A deaminase	tim10-1 inh	mIAP block	NLRP3 yeast inh	APOBEC3G inh	TIM10 inh
31	Cc1nn(CC(=O)OCC(=O)c2ccccc2)c(C)c1[N+](=O)[O-]	-4	1	0.98	-3	4	2	-6	-3	-4
32	Cc1cc(C)c(C)c(S(=O)(=O)N2CCSCC2)c1C	0	-6	1	-3	2	-5	19	1	4
33	Cc1c(NC(=O)N(C)C)c(=O)n(-c2ccccc2)n1C	1	8	0.91	-17	-5	9	7	-5	-7
34	CCOc1cc(-c2sc(Nc3ccccc3)n[n+]2C)ccc1OC	4	2	1.1	4	30	-8	-3	6	-6
35	O=S(=O)(c1ccc(F)c(F)c1)N1CCN(CCc2ccccc2)CC1	-1	6	1	-7	-5	-2	43	-4	4
36	CCNC(=S)N(Cc1cc2cc(C)cc(C)c2[nH]c1=O)C1CCCC1	0	7	0.98	0	14	2	5	-13	6
37	CN1C(=O)CC(N2CCC(C(N)=O)CC2)C1=O (stereo not given)	-1	2	1	-3	11	-4	-6	-3	-8
38	CCOc1ccc(CN2CCNC(=O)C2CC(=O)O)cc1 (stereo not given)	1	6	1.1	-4	-9	-5	1	-8	6
39	COc1ccc(/C=C2/C(=N)N3C(=NC2=O)Sc2cc(S(C)(=O)=O)ccc23)cc1OC	-1	-22	0.95	0	8	5	16	2	12
40	COc1ccc(C(C(=O)NCC2CCCO2)N(C(=O)c2snc(C(N)=O)c2N)c2ccccc2C)cc1OC (stereo not given)	-1	5	1.1	2	16	-5	9	-10	-6
41	CC1=C(C#N)C(/C=N/OCc2ccc(Cl)cc2)CC(=O)N1 (stereo not given)	-2	2	1	-2	15	-2	10	1	-1
42	COc1ccccc1N1CCN(CC(=O)c2c[nH]c3ccccc23)CC1	0	-19	0.97	2	-7	3	15	-4	8
43	CN1CCN(S(=O)(=O)c2ccc(N3CCN(C(c4ccccc4)c4ccccc4)CC3)nc2)CC1	-5	5	1	1	21	-3	19	-4	2
44	CCNC(=S)N(Cc1cccs1)Cc1cc2cc(OCC)ccc2[nH]c1=O	0	-4	0.88	0	11	12	12	1	14
45	O=[N+]([O-])c1ccccc1/C=C/CN1CCCCC1	1	2	0.97	8	11	3	12	3	-16

Below each SMILES: beta cell repl, hIAP inh, mIAP activ, A3A deaminase, tim10-1 inh, mIAP block, NLRP3 yeast inh, APOBEC3G inh, TIM10 inh
46: CNC(=S)N1N=C(c2cccs2)CC1c1ccc(OC)cc1 (stereo not given)
    0, -6, 0.99, -9, 16, 1, 27, -7, 17
47: O=C(Nc1ccc(F)cc1)c1cccc2ccccc12
    0, 10, 0.98, -3, 20, 2, 16, -4, 16
48: COc1ccc(Cl)cc1NS(=O)(=O)c1c(C)[nH]c(=O)[nH]c1=O
    -4, -2, 0.86, -3, 5, 14, 12, -6, -7
49: NC(=O)c1cc2cc(Br)ccc2oc1=NCc1ccccc1
    -1, -6, 0.96, 1, 7, 4, 14, -3, -14
50: O=C(Nc1cccnc1)c1ccc([N+](=O)[O-])cc1Cl
    2, 14, 0.98, -2, -3, 2, 7, -3, -2
51: CCCCC#Cc1ccc2c(c1)COc1c3ccccc3nn1-2
    -7, 14, 0.9, -1, 8, 10, 16, -6, 7
52: CCNc1nc(NC(C)C)nc(Oc2ccc(OCCOc3ccc(C)cc3)nn2)n1
    -1, -13, 0.94, 1, 22, 6, 17, -4, 19
53: O=C1Nc2ccc(S(=O)(=O)NCCC3=CCCCC3)c3cccc1c23
    0, -16, 1.1, 5, 7, -7, 2, 5, 4
